Assay outcomes as filed in PubChem.
M1 PAM – potentiates human M1 receptor response to acetylcholine. P11229. CHO-K1 hM1, Fluo-8 calcium fluorescence, ACh EC20; 0% = ACh EC20, 100% = maximal ACh. activation, % at 3 µM. 360,000 compounds, 0.088% hits; in the data active means activation above about 19%, passing the limit was not always enough
CHO parental Ca – signal in parental CHO cells, OX1R antagonist counter-screen | parental CHO-K1, ATP-induced calcium, Fluo-8 fluorescence | inhibition, % at 5.6 µM | 330,000 compounds, 0.63% hits | AID 463079;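 active means inhibition above that plate's mean sample inhibition plus 3 SD, cut at about 26% in these data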;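 further: 0% = ATP-challenged DMSO wells and 100% = DMSO wells without ATP; some compounds past the cut are filed as inactive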
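Assay system: parental CHO cells; Read-out basis: percent inhibition of ATP-evoked calcium rise, normalized to controls; Benchmarks: ATP and no-ATP DMSO wells; Compound dosing: single nominal dose of 5.6 µM per compound; Signal: Fluo-8 calcium dye fluorescence; Also added: ATP as calcium-mobilizing challenge; Repeats: singlicate.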
V1R ag counter – counter-screen for oxytocin receptor agonists: human V1a receptor agonists. activation, % at 3 µM. 320,000 compounds, 0.25% hits. AID 2797. CHO-V1R cells, Fluo-8 calcium fluorescence, agonist mode; 0% DMSO, 100% 3 nM vasopressin. P37288;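 active means activation above the mean activation of all tested compounds plus 3 SD, per screening run, cut at about 20% in these data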;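 further: signal is peak over basal fluorescence ratio across a 100 second FLIPR read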
M1 antag – blocks human M1 muscarinic receptor | inhibition, % at 3 µM | CHO-K1 hM1, Fluo-8 calcium fluorescence, ACh EC80 antagonist | 360,000 compounds, 1.3% hits | AID 588852;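 active means percent inhibition above its own plate's cutoff, namely the mean of that plate's compound wells plus 3 SD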;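 further: peak over basal fluorescence ratio during 140 s after agonist addition; 0% = ACh EC80 plus DMSO and 100% = DMSO alone without agonist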
OXTR agonist – agonists of human oxytocin receptor; P30559; CHO-OTR cells, Fluo-8 calcium fluorescence; normalized: DMSO 0%, oxytocin 100%; activation, % at 3 µM; 320,000 compounds, 0.32% hits; AID 2435;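 active means activation above the mean of all tested compounds plus 3 SD, cutoff set per screening run, cut at about 20% in these data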;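 further: peak over basal fluorescence ratio from a 100 s FLIPR kinetic read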
Target sequence (P30559 whole entry, looked up): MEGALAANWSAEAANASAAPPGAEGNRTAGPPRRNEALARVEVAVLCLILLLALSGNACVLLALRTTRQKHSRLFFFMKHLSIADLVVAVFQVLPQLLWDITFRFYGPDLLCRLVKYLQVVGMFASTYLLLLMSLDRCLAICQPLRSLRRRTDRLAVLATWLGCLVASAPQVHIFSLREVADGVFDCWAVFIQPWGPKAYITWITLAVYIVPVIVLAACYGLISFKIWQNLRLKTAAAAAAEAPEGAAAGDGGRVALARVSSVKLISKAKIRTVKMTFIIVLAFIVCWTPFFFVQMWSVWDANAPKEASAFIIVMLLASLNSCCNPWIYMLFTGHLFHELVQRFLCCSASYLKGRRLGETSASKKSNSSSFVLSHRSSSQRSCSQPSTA
M1 ag – activates human CHRM1 receptor; P11229; CHO-K1 hM1, Fluo-8 calcium fluorescence, agonist mode; 0% DMSO, 100% acetylcholine EC100; activation, % at 3 µM; 360,000 compounds, 0.33% hits; AID 588814;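 active means activation above the run's mean compound activation plus 3 SD, cut at about 16% in these data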;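 further: peak over basal fluorescence ratio within a 140 s kinetic read after compound addition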
TAAR1 agonist – human TAAR1 agonism; 360,000 compounds, 0.99% hits; CHO RD-HGA16 TAAR1, Fluo-8 calcium fluorescence; vehicle wells 0%, saturating PEA agonist 100%; activation, % at 3 µM;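 active means activation above the mean activation of all test compounds in the run plus 3 SD, cut at about 38% in these data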
Target sequence (Q96RJ0 whole entry, looked up): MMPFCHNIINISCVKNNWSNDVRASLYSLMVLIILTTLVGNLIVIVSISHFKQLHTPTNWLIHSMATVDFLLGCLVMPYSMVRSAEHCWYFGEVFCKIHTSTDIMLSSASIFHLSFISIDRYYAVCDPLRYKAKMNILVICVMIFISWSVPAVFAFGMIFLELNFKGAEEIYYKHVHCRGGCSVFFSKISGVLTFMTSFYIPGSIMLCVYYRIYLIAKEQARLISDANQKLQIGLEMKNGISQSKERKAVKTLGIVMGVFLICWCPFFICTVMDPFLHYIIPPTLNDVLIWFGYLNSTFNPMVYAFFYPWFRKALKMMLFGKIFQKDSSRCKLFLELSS
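System: CHO RD-HGA16 cells carrying human TAAR1 plus Gα16; Incubation: 17-24 h seeding, 75 min 37 °C dye, 30 min RT; Measured by: Fluo-8 fluorescence, 5 s baseline then 140 s kinetic read; Control set: DMSO and PEA EC100; Replication: single well for each compound.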
OXTR potentiator – potentiates the human oxytocin receptor response. CHO-OTR cells, Fluo-8 calcium fluorescence, potentiator mode; 0% = oxytocin EC15, 100% = EC100. 320,000 compounds, 0.061% hits. P30559. AID 2445. activation, % at 3 µM;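 active means activation above that plate's cutoff, the mean activation of tested compounds plus 3 SD, cut at about 6.6% in these data, passing the limit was not always enough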;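 further: 100% uses oxytocin at 75 nM as the full agonist control; some results filed as inactive read as strong as hits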
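System: human OTR in CHO cells; Also added: sub-maximal oxytocin, roughly EC15; Timing: compound 6 min at room temperature before oxytocin, 100 s read; Technique: Fluo-8 intracellular calcium fluorescence, ex 470-495, em 515-575 nm; Controls: oxytocin EC15 low and EC100 high; Replication: singlicate.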
TAAR1 antagonist – human TAAR1 antagonism; Q96RJ0; CHO RD-HGA16 TAAR1, Fluo-8 calcium fluorescence, antagonist; inhibition, % at 3 µM; 360,000 compounds, 1.5% hits;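 active means inhibition above a per-plate cutoff, the mean inhibition of test compounds on that plate plus 3 SD, cut at about 49% in these data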;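 further: 0% = DMSO plus EC80 beta-PEA response and 100% = DMSO alone without agonist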
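Material: CHO RD-HGA16 cells bearing hTAAR1; compound dosing: one-point dosing, 3 µM nominal final; schedule: dye loading 75 min at 37 °C, then 30 min room temperature; measured by: calcium fluorescence with Fluo-8; control set: vehicle and agonist controls; replication: n of 1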
Active calls of the source: *. Compounds were not picked by outcome; overall some 3.7% were active at least once.

Results for COc1cccc(C(=O)C2CCCN(C(=O)c3ccccn3)C2)c1 (stereo not drawn) ?
M1 PAM: 2; CHO parental Ca: -7; V1R ag counter: -0.1; M1 antag: 3; OXTR agonist: -1.3; M1 ag: -3; TAAR1 agonist: 14; OXTR potentiator: -18; TAAR1 antagonist: -28

What do the screens show for `CC(C)=C(NC(=O)c1ccccc1)C(=O)NC(Cc1ccccc1)C(=O)O` (stereo not drawn)?
M1 PAM: 17; CHO parental Ca: 0; V1R ag counter: 0.6; M1 antag: -3; OXTR agonist: 0.0; M1 ag: 3; TAAR1 agonist: -2; OXTR potentiator: -11; TAAR1 antagonist: 13

What do the screens show for `CCOc1ccc(C(=O)CCC(=O)Nc2ccc(C)cn2)cc1`?
M1 PAM: 4; CHO parental Ca: -14; V1R ag counter: -0.1; M1 antag: -8; OXTR agonist: -0.2; M1 ag: -4; TAAR1 agonist: 0; OXTR potentiator: -6; TAAR1 antagonist: -1

Results for C/C(=N\NC(=O)c1cccc(O)c1)c1cccc(NC(=O)c2ccc(F)cc2)c1 ?
M1 PAM: 13; CHO parental Ca: -8; V1R ag counter: -0.2; M1 antag: -17; OXTR agonist: -0.7; M1 ag: 0; TAAR1 agonist: 4; OXTR potentiator: 2; TAAR1 antagonist: 21

Results for COc1ccccc1/C=C/C(=O)c1c2c(c(C)[nH]c1=O)CCCC2 ?
M1 PAM: 4; CHO parental Ca: -22; V1R ag counter: 0.2; M1 antag: -1; OXTR agonist: -1.0; M1 ag: -3; TAAR1 agonist: 7; OXTR potentiator: -6; TAAR1 antagonist: -2

Results for O=C1COc2ccc(S(=O)(=O)CCC(=O)N3CCN(c4ccccc4)CC3)cc2N1 ?
M1 PAM: 9; CHO parental Ca: -15; V1R ag counter: 0.3; M1 antag: -12; OXTR agonist: 1.7; M1 ag: -1; TAAR1 agonist: 1; OXTR potentiator: -3; TAAR1 antagonist: -14

What do the screens show for `CN(CC(=O)Nc1c(Cl)cccc1Cl)C(=O)c1ccncc1`?
M1 PAM: 4; CHO parental Ca: -5; V1R ag counter: 0.3; M1 antag: -6; OXTR agonist: 0.3; M1 ag: 0; TAAR1 agonist: 3; OXTR potentiator: -6; TAAR1 antagonist: -3

Results for CCN(Cc1ccccc1)S(=O)(=O)c1c(C)[nH]c(C)c1C(=O)N1CCCC1 ?
M1 PAM: 2; CHO parental Ca: -9; V1R ag counter: 3.2; M1 antag: 2; OXTR agonist: 2.7; M1 ag: -3; TAAR1 agonist: 1; OXTR potentiator: -2; TAAR1 antagonist: 1

What do the screens show for `CC1CCCN(C(=O)C(C)Nc2cc(Cl)ccc2N2CCOCC2)C1` (stereo not drawn)?
M1 PAM: 3; CHO parental Ca: -28; V1R ag counter: -1.1; M1 antag: 0; OXTR agonist: -1.9; M1 ag: -7; TAAR1 agonist: -2; OXTR potentiator: -15; TAAR1 antagonist: -7

How did O=C(Nc1nnc(C2CC2)s1)c1cccs1 do in these assays?
M1 PAM: 1; CHO parental Ca: -8; V1R ag counter: 1.4; M1 antag: 2; OXTR agonist: 0.3; M1 ag: -2; TAAR1 agonist: 2; OXTR potentiator: 1; TAAR1 antagonist: -24

Next part; it opens with the 2 that closed the last part.
What do the screens show for `CC1CCCN(C(=O)C(C)Nc2cc(Cl)ccc2N2CCOCC2)C1` (stereo not drawn)?
M1 PAM: 3; CHO parental Ca: -28; V1R ag counter: -1.1; M1 antag: 0; OXTR agonist: -1.9; M1 ag: -7; TAAR1 agonist: -2; OXTR potentiator: -15; TAAR1 antagonist: -7

How did O=C(Nc1nnc(C2CC2)s1)c1cccs1 do in these assays?
M1 PAM: 1; CHO parental Ca: -8; V1R ag counter: 1.4; M1 antag: 2; OXTR agonist: 0.3; M1 ag: -2; TAAR1 agonist: 2; OXTR potentiator: 1; TAAR1 antagonist: -24

How did Nn1c(SCC(=O)Nc2ccc3c(c2)OCCO3)nnc1-c1ccccn1 do in these assays?
M1 PAM: -4; CHO parental Ca: -20; V1R ag counter: -0.4; M1 antag: 3; OXTR agonist: -1.9; M1 ag: -2; TAAR1 agonist: 5; OXTR potentiator: -4; TAAR1 antagonist: -7

Results for C=CCc1cc(/C=C2/NC(=O)N(CC)C2=O)cc(OCC)c1OCc1ccc(C(=O)O)cc1 ?
M1 PAM: -9; CHO parental Ca: -9; V1R ag counter: -1.0; M1 antag: 21; OXTR agonist: -2.0; M1 ag: 0; TAAR1 agonist: 10; OXTR potentiator: -3; TAAR1 antagonist: 12

What do the screens show for `O=C(NCCc1ccccc1F)C1CCCN1S(=O)(=O)c1ccc2ccccc2c1` (stereo not drawn)?
M1 PAM: -6; CHO parental Ca: -30; V1R ag counter: 3.0; M1 antag: 5; OXTR agonist: 3.0; M1 ag: -2; TAAR1 agonist: 20; OXTR potentiator: -10; TAAR1 antagonist: 12

How did CSC1=C(C#N)C(c2ccccc2Cl)C(C(C)=O)=C(C)N1 (stereo not drawn) do in these assays?
M1 PAM: 3; CHO parental Ca: 0; V1R ag counter: 0.3; M1 antag: 3; OXTR agonist: 1.0; M1 ag: -7; TAAR1 agonist: 2; OXTR potentiator: -5; TAAR1 antagonist: -18

Results for Cc1ccc(NC(=S)N2CCN(Cc3ccccc3)CC2)cc1 ?
M1 PAM: -8; CHO parental Ca: -15; V1R ag counter: 1.2; M1 antag: 13; OXTR agonist: 0.5; M1 ag: -6; TAAR1 agonist: 6; OXTR potentiator: -7; TAAR1 antagonist: 2

How did C=CCNc1nc(Cl)ncc1F do in these assays?
M1 PAM: 8; CHO parental Ca: 10; V1R ag counter: 0.1; M1 antag: -1; OXTR agonist: -1.4; M1 ag: -6; TAAR1 agonist: -2; OXTR potentiator: -9; TAAR1 antagonist: 9

How did COc1ccc(C(=O)NCCS(=O)(=O)NCCc2ccccc2)cc1 do in these assays?
M1 PAM: 0; CHO parental Ca: -25; V1R ag counter: -0.3; M1 antag: -3; OXTR agonist: -1.4; M1 ag: -3; TAAR1 agonist: 48*; OXTR potentiator: -8; TAAR1 antagonist: 16

What do the screens show for `COc1ccccc1C(CNC(=O)CCNS(=O)(=O)c1ccc(Br)cc1)N1CCCC1` (stereo not drawn)?
M1 PAM: 1; M1 antag: -1; M1 ag: -9; TAAR1 agonist: 0; TAAR1 antagonist: -11

Results for Cc1ccccc1-c1nnc(SCC(=O)Nc2c(C)n(C)n(-c3ccccc3)c2=O)o1 ?
M1 PAM: -4; CHO parental Ca: -9; V1R ag counter: -0.3; M1 antag: 18; OXTR agonist: 0.6; M1 ag: -3; TAAR1 agonist: 0; OXTR potentiator: 11*; TAAR1 antagonist: -1

What do the screens show for `O=C(CSc1nnc(NC(=O)c2cccc(F)c2)s1)NC1CCCC1`?
M1 PAM: 1; CHO parental Ca: -4; V1R ag counter: 1.4; M1 antag: 0; OXTR agonist: 2.0; M1 ag: 9; TAAR1 agonist: 6; OXTR potentiator: -8; TAAR1 antagonist: -5

What do the screens show for `O=c1cc(-c2ccccc2)cc(-c2ccccc2)n1CCO`?
M1 PAM: -5; CHO parental Ca: 6; V1R ag counter: 1.3; M1 antag: 6; OXTR agonist: 1.7; M1 ag: -11; TAAR1 agonist: 2; OXTR potentiator: -5; TAAR1 antagonist: -5

What do the screens show for `O=C1CC(NN2CCCCC2)C(=O)N1c1ccccc1` (stereo not drawn)?
M1 PAM: 3; CHO parental Ca: -11; V1R ag counter: -0.8; M1 antag: 9; OXTR agonist: 0.1; M1 ag: 0; TAAR1 agonist: 6; OXTR potentiator: -3; TAAR1 antagonist: -32

How did CC(C)c1cc(Br)ccc1OCCCN1C(=O)NC(C)(C)C1=O do in these assays?
M1 PAM: -9; CHO parental Ca: -26; V1R ag counter: 1.0; M1 antag: 14; OXTR agonist: -1.0; M1 ag: -5; TAAR1 agonist: 15; OXTR potentiator: -6; TAAR1 antagonist: -1

How did Brc1csc(C=Nc2ccc3c(c2)OCCOCCOCCOCCO3)c1 do in these assays?
M1 PAM: 1; CHO parental Ca: -9; V1R ag counter: 0.9; M1 antag: 3; OXTR agonist: 0.0; M1 ag: -6; TAAR1 agonist: 2; OXTR potentiator: -8; TAAR1 antagonist: -2

Results for OC(c1ccc(F)c(F)c1)c1ncc(-c2ccc(Cl)cc2)[nH]1 (stereo not drawn) ?
M1 PAM: 2; M1 antag: -8; M1 ag: 1; TAAR1 agonist: 5; TAAR1 antagonist: 25

What do the screens show for `C=CCNCCOCCOc1ccc(C)cc1Br`?
M1 PAM: -7; CHO parental Ca: -6; V1R ag counter: 2.4; M1 antag: 1; OXTR agonist: 2.1; M1 ag: -11; TAAR1 agonist: 1; OXTR potentiator: -2; TAAR1 antagonist: -1

Results for COc1ccc(-c2csc(NC(=O)C3CCCCN3S(=O)(=O)c3ccccc3)n2)cc1 (stereo not drawn) ?
M1 PAM: 4; CHO parental Ca: 12; V1R ag counter: -1.1; M1 antag: 6; OXTR agonist: -1.4; M1 ag: 0; TAAR1 agonist: -4; OXTR potentiator: -6; TAAR1 antagonist: -10

What do the screens show for `Cc1ccc(NC(=O)Nc2cccs2)c(Cl)c1`?
M1 PAM: 6; CHO parental Ca: -9; V1R ag counter: 1.4; M1 antag: -4; OXTR agonist: -3.1; M1 ag: 0; TAAR1 agonist: -1; OXTR potentiator: -1; TAAR1 antagonist: -5

What do the screens show for `CC(=O)c1ccc(OCCN2CCOCC2)cc1`?
M1 PAM: 11; CHO parental Ca: -13; V1R ag counter: 1.7; M1 antag: -3; OXTR agonist: 0.0; M1 ag: -3; TAAR1 agonist: 8; OXTR potentiator: -1; TAAR1 antagonist: -12

How did CC1CCN(S(=O)(=O)N2CCC(C(=O)NCCC3=CCCCC3)CC2)CC1 do in these assays?
M1 PAM: 6; CHO parental Ca: -16; V1R ag counter: 0.1; M1 antag: -11; OXTR agonist: -0.9; M1 ag: -1; TAAR1 agonist: 10; OXTR potentiator: 0; TAAR1 antagonist: 15

What do the screens show for `O=C(CCCc1c[nH]c2ccccc12)NCc1cccs1`?
M1 PAM: 8; CHO parental Ca: 0; V1R ag counter: 0.0; M1 antag: -5; OXTR agonist: -1.1; M1 ag: -2; TAAR1 agonist: 8; OXTR potentiator: -7; TAAR1 antagonist: 4

Results for c1ccc(SCCc2ccncc2)cc1 ?
M1 PAM: -29; CHO parental Ca: -14; V1R ag counter: 1.3; M1 antag: 101*; OXTR agonist: 1.3; M1 ag: -9; TAAR1 agonist: 8; OXTR potentiator: 0; TAAR1 antagonist: 10

Results for CC1(C)CC(=O)C=C(c2cccc3c2oc2ccccc23)C1 ?
M1 PAM: -3; CHO parental Ca: -9; V1R ag counter: -1.1; M1 antag: -3; OXTR agonist: -1.6; M1 ag: -6; TAAR1 agonist: 6; OXTR potentiator: -8; TAAR1 antagonist: -3
